Bioassay records deposited in PubChem BioAssay by several laboratories.
Rad51 HR inh: Rad51 (human) homologous recombination inhibition; AID 1385; inhibition, % at 10 µM; Q06609; 200,000 compounds, 0.085% hits; hRad51 DNA strand exchange, fluorescence dequenching;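 active = inhibition above 40% at the single screening dose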;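 also: 0% = DMSO control wells and 100% = blanks with heterologous ssDNA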
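material = hRad51 filaments on single-stranded DNA | timing = filaments 15 min 37 °C, then compound 30 min | signal = FRET fluorescence dequenching, excitation 485 nm, emission 520 nm | benchmarks = control wells and blank wells on each plate | evaluation = percent inhibition relative to plate controls and blanks | compound = 10 µM final, single point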
FXIIa inh 1536: blocks human coagulation factor XIIa protease activity; inhibition, % at 5 µM; purified FXIIa, Boc-QGR-AMC fluorogenic substrate, 2 h; AID 800; 220,000 compounds, 0.3% hits; in the data active = inhibition above about 40%;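 also: 0% = enzyme with no compound and 100% = blank without enzyme; many of its hits are not listed in these tables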
Target sequence (P00748 20-372 limits assumed): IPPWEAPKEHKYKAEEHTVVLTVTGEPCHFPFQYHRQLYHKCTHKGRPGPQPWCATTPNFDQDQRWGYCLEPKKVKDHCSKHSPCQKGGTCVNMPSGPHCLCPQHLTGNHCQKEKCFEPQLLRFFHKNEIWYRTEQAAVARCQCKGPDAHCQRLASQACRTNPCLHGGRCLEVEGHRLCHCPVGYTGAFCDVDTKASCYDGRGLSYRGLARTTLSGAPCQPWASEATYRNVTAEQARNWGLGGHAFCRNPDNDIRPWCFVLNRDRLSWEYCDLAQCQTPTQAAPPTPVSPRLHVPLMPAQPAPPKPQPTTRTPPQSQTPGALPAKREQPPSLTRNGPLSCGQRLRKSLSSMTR
Target sequence (P00748 373-615 limits assumed): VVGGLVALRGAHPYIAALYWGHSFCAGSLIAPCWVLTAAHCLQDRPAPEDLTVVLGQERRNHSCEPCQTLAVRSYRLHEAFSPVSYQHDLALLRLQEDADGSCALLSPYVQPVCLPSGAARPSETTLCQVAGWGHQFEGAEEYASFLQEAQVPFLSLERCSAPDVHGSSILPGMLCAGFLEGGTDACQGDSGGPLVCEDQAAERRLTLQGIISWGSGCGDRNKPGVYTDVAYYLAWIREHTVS
L929 necroptosis: blocks zVAD induced death of L929 cells; viability rescue, % at 10 µM; 220,000 compounds, 0.38% hits; L929 zVAD necroptosis rescue, ATP luminescence, 24 h; with zVAD 60 µM; AID 1377;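 active = activation, scaled between plate controls, above about 75%, limit read from the data; inactive = activation under that limit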;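 also: 0% = zVAD with DMSO and 100% = DMSO alone without zVAD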
KCC2 mod: modulates chloride dependent transport by human KCC2; Q9H2X9; KCC2 cells, thallium flux FluoZin-2 fluorescence; B-score of Tl+ flux slope (higher = more flux/activation; lower = inhibition) at 10 µM; 190,000 compounds, 2.2% hits;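 active = thallium flux slope and its plate-corrected score both differing from the plate sample mean at a set confidence after two filtering rounds, in either direction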;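 also: slope of fluorescence scaled to starting intensity during 10 to 20 s after thallium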
thrombin 1536: inhibitors of human thrombin | alpha-thrombin, Boc-VPR-AMC fluorogenic substrate cleavage | inhibition, % at 5 µM | 220,000 compounds, 0.26% hits;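 active = inhibition at or above 40%; inactive = inhibition below 40%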;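 also: 0% = enzyme with no compound and 100% = wells without enzyme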
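Assay system: human alpha-thrombin enzyme. Reagent: Boc-VPR-AMC substrate, 15 µM final. Compound dosing: one concentration per compound, 5 µM, with 0.2% DMSO. Incubation: room-temperature reaction. Technique: AMC fluorescence, 355/460 nm. Measure: % inhibition relative to enzyme controls and enzyme-free blanks.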
Hck-Nef inh: human Hck-Nef kinase inhibition. P08631. Recombinant Hck-YEEI plus Nef, Z-Lyte FRET kinase assay. 220,000 compounds, 0.68% hits. inhibition, % at 20 µM;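 active = Hck-Nef kinase inhibition above about 50%, limit read from the data; inactive = inhibition below that limit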;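 also: 0% = DMSO with Hck plus Nef and 100% = Hck alone without Nef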
FXIa inh 1536: inhibitors of human coagulation factor XIa; P03951; inhibition, % at 5 µM; 220,000 compounds, 0.14% hits; purified FXIa, Boc-Glu-Ala-Arg-AMC fluorogenic substrate; AID 798;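 active = inhibition of at least 40%; inactive = inhibition below 40%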;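 also: fluorescence of freed AMC excited at 355 nm; 0% = enzyme without compound and 100% = no enzyme blank; many of its hits are not listed in these tables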
TNF necrop inh: TNF-alpha cell death inhibition in Jurkat FADD-/- cells. Jurkat FADD-/- TNF necroptosis rescue, ATP luminescence, 24 h; 0 = TNF only, 100 = no-TNF cells. activation (protection from cell death), % at 10 µM. 220,000 compounds, 0.068% hits;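 active = activation, meaning protection from cell death, of at least 50% relative to plate controls; inactive = activation below 50%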;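 also: necroptosis triggered by 40 ng/mL TNF-alpha added together with compound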
hK5 inh: blocks human kallikrein 5 protease activity; inhibition, % at 5 µM; Q9Y337; 210,000 compounds, 0.59% hits; AID 873; recombinant hK5, fluorogenic AMC substrate cleavage;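 active = inhibition of 40% or more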;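 also: 0% = enzyme controls without compound and 100% = no-enzyme blanks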
Target sequence (Q9Y337 67-293 limits assumed): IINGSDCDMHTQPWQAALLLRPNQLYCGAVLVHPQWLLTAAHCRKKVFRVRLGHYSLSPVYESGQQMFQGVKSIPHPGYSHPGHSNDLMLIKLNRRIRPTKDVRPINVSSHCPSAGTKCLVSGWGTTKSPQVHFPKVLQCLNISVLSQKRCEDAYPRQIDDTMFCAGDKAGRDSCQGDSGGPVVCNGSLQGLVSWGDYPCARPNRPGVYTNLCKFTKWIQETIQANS
Numbers without * were called inactive; / = not tested or not shown. An excerpt. The share of hits here may be higher or lower than overall.

SMILES	Rad51 HR inh	FXIIa inh 1536	L929 necroptosis	KCC2 mod	thrombin 1536	Hck-Nef inh	FXIa inh 1536	TNF necrop inh	hK5 inh
COc1cc2cc(CN(Cc3cccs3)C(=S)Nc3cccc(C)c3)c(=O)[nH]c2cc1OC	/	6	0.2	-0.45	0	2	4	-4.8	-3
COc1ccc(-c2n[nH]c(=S)n2CC(C)C)cc1	-13	21	-0.7	1.2	4	-10	18	0.1	-10
Cc1ccc(SCc2[nH]nc3c2C(C(C)C)C(C#N)=C(N)O3)cc1 (stereo not drawn)	-3	6	0.5	0.26	-2	1	-5	-2.9	-3
Cc1onc(-c2c(Cl)cccc2Cl)c1NC(=O)NN(C)C	-22	4	-0.4	/	-5	-8	3	0.1	-1
CCOC(=O)c1nnc(-c2ccc(C)cc2)nc1Sc1cccc(Cl)c1	/	2	0.2	/	-2	-1	0	-2.2	-2
O=C(COc1ccccc1)N1CCN(C(=O)c2ccco2)CC1	-6	17	-0.7	0.3	1	-10	7	0.1	18
C=CCNC(=O)c1ccccc1NC(=O)Cc1ccccc1[N+](=O)[O-]	-7	2	-0.6	0.11	16	0	-6	2.1	4
O=C(c1ccc(N2CCCCC2)c([N+](=O)[O-])c1)N1CCOCC1	3	14	0.1	-0.48	3	0	-4	-1.8	3
O=C(c1ccccc1)N1CCN=C1SCc1ccc([N+](=O)[O-])cc1	-3	9	1.7	-0.36	-3	2	1	3.3	0
COc1ccc(NC(=O)C(C)SCc2ccccc2)cc1OC (stereo not drawn)	-1	12	1.5	0.082	-2	3	6	0.9	-2

In a second layout: entries from further up
> COc1ccc(-c2n[nH]c(=S)n2CC(C)C)cc1
  Rad51 HR inh: -13; FXIIa inh 1536: 21; L929 necroptosis: -0.7; KCC2 mod: 1.2; thrombin 1536: 4; Hck-Nef inh: -10; FXIa inh 1536: 18; TNF necrop inh: 0.1; hK5 inh: -10
> CCOC(=O)c1nnc(-c2ccc(C)cc2)nc1Sc1cccc(Cl)c1
  Rad51 HR inh: /; FXIIa inh 1536: 2; L929 necroptosis: 0.2; KCC2 mod: /; thrombin 1536: -2; Hck-Nef inh: -1; FXIa inh 1536: 0; TNF necrop inh: -2.2; hK5 inh: -2
> O=C(COc1ccccc1)N1CCN(C(=O)c2ccco2)CC1
  Rad51 HR inh: -6; FXIIa inh 1536: 17; L929 necroptosis: -0.7; KCC2 mod: 0.3; thrombin 1536: 1; Hck-Nef inh: -10; FXIa inh 1536: 7; TNF necrop inh: 0.1; hK5 inh: 18

Continued.
SMILES	Rad51 HR inh	FXIIa inh 1536	L929 necroptosis	KCC2 mod	thrombin 1536	Hck-Nef inh	FXIa inh 1536	TNF necrop inh	hK5 inh
COc1ccc(CC(=O)NCCC2=CCCCC2)cc1	9	8	0.5	0.08	-4	0	2	1.5	-1
O=C(CSc1nc2nc(-c3cccs3)cc(C(F)(F)F)c2c(=O)[nH]1)NCc1ccco1	-1	-2	-0.1	/	-15	4	-11	-1.9	-90
Cn1c(=O)c2c(nc(CN3CCOCC3)n2CC(=O)c2ccccc2)n(C)c1=O	9	/	-0.4	0.72	/	6	/	-1.7	/
C=CCc1cc(/C=N/n2cnnc2)cc(OCC)c1O	-2	-1	1.3	/	-1	9	-4	-0.8	-1
COc1ccc(-n2cnnc2SCC(=O)Nc2cc(C)on2)cc1	44*	9	1.7	1	/	14	5	1.0	1
CCCCc1ccc(-c2ccc(C)cc2O)nc1	-5	21	4.3	/	1	2	4	1.5	-2
Cc1cccc(NC(=O)c2ccc([N+](=O)[O-])o2)c1C	-2	1	0.2	0.38	-6	-6	2	-9.4	-22
CCOC(=O)C1CCN(C(=O)CCc2c(C)nc3cc(-c4ccc(OC)cc4OC)nn3c2C)CC1	6	-2	-1.0	-2.3	-1	-14	-7	-0.8	-16
COc1cc(C(=O)Nc2cc(C)c(OCC(=O)N3CCOCC3)c(C)c2)cc(OC)c1OC	6	11	-0.3	0.12	2	0	4	-5.0	6
O=C(Cc1n[nH]c(=O)[nH]c1=O)N/N=C/c1c(O)ccc2ccccc12	-12	10	2.5	-0.46	-23	16	-7	1.4	-10
NS(=O)(=O)c1ccc(N=Cc2c(O)n(-c3nccs3)c(=O)c3ccccc23)cc1	-8	3	-0.1	1.7	-2	-4	-9	-0.9	19
CCN=C1SC(CC(=O)NC(N)=O)C(=O)N1CC (stereo not drawn)	9	4	2.7	0.61	-5	2	-7	0.0	0
CSCCC(NC(=O)C1CCC(C)CC1)C(=O)O (stereo not drawn)	0	12	0.8	/	-4	-1	4	-0.5	-9
CCCCCOc1ccccc1C(=O)NCCC(=O)O	14	17	0.1	0.9	3	0	5	-0.9	2
Cc1nn(C)c(Cl)c1CN1CCN(CCC(C)C)C(CCO)C1 (stereo not drawn)	/	5	0.6	0.71	-10	-7	-1	4.6	-1
CC(C)CC(=O)Nc1ccc(-c2nc3ccccc3c(=O)[nH]2)cc1	/	-6	0.9	1	-5	-1	-12	1.7	-8
CN(Cc1ccccc1)c1ncnc2c1cnn2-c1ccccc1	4	13	-0.2	/	1	0	2	-0.1	-1
CCOC(=O)Cn1c(=S)[nH]c2c(oc3ccc(Cl)cc32)c1=O	-6	6	0.7	/	-3	1	-4	-0.1	-10
CCO[C@@H]1OC(C(N)=O)=C[C@H](c2coc3ccccc3c2=O)[C@H]1CCCO	3	6	-0.2	-0.38	-1	27	1	-0.2	1
CCn1c(SCC(=O)Nc2ccc3c(c2)OCCO3)nnc1-c1ccco1	2	8	0.0	0.21	-3	0	4	0.0	-1
COC(=O)[C@H](C)NC(=O)NCc1ccco1	-3	16	-0.2	1.2	4	-1	6	-0.4	-1
NS(=O)(=O)c1ccc(CCNC(=O)CNS(=O)(=O)c2cccc(Br)c2)cc1	0	/	2.0	1.1	-5	11	-2	-0.1	-4
CN(C)c1ccc(/C=C/C#N)cc1	/	2	-0.2	-0.08	-8	23	-2	3.6	-2
CCNC1CCS(=O)(=O)C1 (stereo not drawn)	/	13	-1.1	0.0021	-1	24	3	0.3	2
CCC(=O)NNc1ncnc2c1cnn2-c1cccc(C)c1	-2	5	-0.5	0.59	-8	21	9	1.6	-7
CCCn1c(SCc2nc(-c3cccs3)no2)nnc1-c1ccncc1	-1	14	-0.4	-0.43	0	4	28	-0.8	-22
CC1CCc2sc(C(=O)OCC(=O)NC(C)C)cc2C1 (stereo not drawn)	/	-1	1.3	-0.83	-10	6	-5	1.4	-7
CC(=O)N1c2c(cc(Br)cc2S(=O)(=O)Nc2c(C)n(C)n(-c3ccccc3)c2=O)CC1C (stereo not drawn)	-3	7	0.4	0.16	2	-14	-1	0.0	-2
CCOc1ccc(/C=N/NC(=O)c2nnn(-c3nonc3N)c2COc2ccc(F)cc2)cc1	5	3	0.2	-0.015	-4	31	-3	2.5	-3
O=C(COC(=O)c1cc(Br)ccc1Cl)NC1CCCC1	0	8	0.8	-1.1	-4	-4	-5	-0.1	1
N#CC1=C(N)N=C(SCc2ccccc2)C(C(N)=O)C12CCCCC2 (stereo not drawn)	6	28	0.4	-5.5*	3	-1	14	-1.7	-9
Cn1c(=O)c2cn3ncccc3c2n(C)c1=O	-4	18	-0.1	0.9	2	0	6	-0.9	5
O=C1SCCc2c1n(Cc1ccccc1)c1ccccc21	4	10	0.7	-0.49	0	6	1	-2.5	-10
COc1ccc(N2C(=O)C3C(c4ccc(OC)cc4O)NC(Cc4ccccc4)(C(=O)O)C3C2=O)cc1 (stereo not drawn)	-12	8	-1.7	0.84	3	13	-3	1.0	3
COc1cccc(CNC(=O)C(C(=O)NCc2cccc(OC)c2)c2ncc(C(F)(F)F)cc2Cl)c1	12	9	1.1	-0.6	-8	25	1	0.3	10
Cc1noc(C)c1S(=O)(=O)Nc1ccc(C(=O)N2CCN(c3ccc(F)cc3)CC2)cc1	/	4	0.1	0.66	0	-2	-4	2.2	/
CCOc1ccc(Oc2ccc(Cl)cc2N)cc1	2	8	-0.1	1.4	-25	16	-8	-11	-1
CN(C)/C=C/C(=O)c1ccc(Br)s1	-6	11	0.9	-0.48	-1	-8	4	-0.7	0
COc1cccc(C(=O)C2=NN(C(C)=O)CC2c2ccco2)c1 (stereo not drawn)	2	-1	-0.8	-0.13	10	1	-8	0.7	-21
O=C(Oc1ccc2c3c(c(=O)oc2c1)CCC3)c1ccco1	-11	71*	0.4	/	24	36	33	-0.4	-10
COc1cccc(-c2nnc(SCc3nc4ccccc4s3)n2C)c1	/	15	-0.7	-1.1	-1	4	-3	0.3	-3
O=C(Nc1ccc2c(c1)OCCO2)C1CCN(c2ncccn2)CC1	3	5	1.6	0.28	/	20	3	1.7	-3
CCOc1cc(/C=N/NC(=O)C(C)Sc2ccccn2)ccc1O (stereo not drawn)	-7	7	1.0	0.61	-9	1	-1	0.7	-2
O=C1NCCN/C1=C\C(=O)c1ccc(Cl)cc1	-6	0	6.0	-0.006	-11	12	-10	0.5	-2
COc1ccc(-c2nn(-c3ccccc3)cc2/C=C/C(=O)NCCCn2ccnc2)cc1OC	12	5	1.5	-0.75	0	18	-1	-2.4	-1
CN1CCN(c2nc3c(c(=O)n(C)c(=O)n3C)n2CCSc2nnnn2-c2ccccc2)CC1	/	7	-0.2	-0.61	-7	11	1	2.0	-5
C=CCOc1c(Br)cc(/C=C(\C#N)C(N)=O)cc1OC	/	-2	0.1	0.58	-17	-10	-4	-10	-7
Cc1ccc(NC(=O)NC(=O)CN2C(=O)NC3(CCc4ccccc43)C2=O)c(C)c1 (stereo not drawn)	0	4	1.1	-0.83	-1	2	4	0.2	-4
Cc1cc([N+](=O)[O-])nn1CC(=O)Nc1sc2c(c1C(N)=O)CCCC2	5	2	12	-1.3	-6	25	-5	0.4	-10
COc1nc(-c2ccccc2)ccc1-c1noc(-c2cccs2)n1	-9	/	0.1	0.96	/	1	/	-0.6	/
More structures follow.
SMILES	Rad51 HR inh	FXIIa inh 1536	L929 necroptosis	KCC2 mod	thrombin 1536	Hck-Nef inh	FXIa inh 1536	TNF necrop inh	hK5 inh
Cc1ccc(NC(=O)c2cccs2)cc1NC(=O)c1cccnc1	15	10	68	2	2	22	1	1.5	20
O=C(COC(=O)c1cc[n+]([O-])cc1)Nc1cccc(Cl)c1Cl	-2	6	0.9	0.66	-5	-6	-4	0.4	-2
Cc1cccc(C(=O)N/N=C2\CS(=O)(=O)N(C)c3ccsc32)c1	18	10	-0.3	/	1	20	2	0.2	-20
Cc1c(N2C(=O)/C(=C/c3ccccc3)SC2=S)c(=O)n(-c2ccccc2)n1C	-2	12	-0.3	-7.6*	-2	1	-21	-4.9	0
CCN(CC)C(=O)C(=O)Nc1cccc(Br)c1	1	-1	1.8	-0.015	2	4	-4	0.1	-34
CCCCCCCCCC[n+]1cccc(C(=O)N(CC)CC)c1	-8	5	-0.3	0.88	-1	-2	-1	-0.4	-13
CCCCCCCc1nc2c(=O)n(C)c3ccccc3c2o1	-7	16	0.8	-0.43	-2	2	0	-1.2	-4
CN(C)S(=O)(=O)c1ccc(NC(=O)/C=C/c2ccccc2Cl)cc1	-2	4	41	-0.1	-6	1	6	4.5	-5
CN(CC(=O)N1CCN(c2ncccn2)CC1)S(=O)(=O)c1ccc(Cl)cc1	6	10	0.5	0.4	-10	22	2	1.6	7
